Assay outcomes (PubChem BioAssay)
JMJD2A Tudor: blocks the human JMJD2A Tudor domain; AID 504339; AlphaScreen JMJD2A-Tudor / H3K4me3 peptide binding; Potency, µM (series often up to 114 µM), for the others: top-dose activity change, negative = inhibition, hits mostly inhibitors; 390,000 tested, 4.4% active; O75164; further: potency means the concentration at half of the fitted maximal effect; on the % scale 0 is the no-effect control and ±100 the full control effect; nearly all actives have a fitted effect of over 50% in size
PI4K2A block: inhibitors of human PI4K2A | purified PI4K2A, ADP-Glo luminescence, 1 h; active compounds read low | activity change, negative = inhibition, % at 76.9 µM | 420,000 tested, 0.13% active; in the data active means activity change below about -50%; inconclusive means mostly about -30% to -49%;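 further: -100% = wells without enzyme as full effect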
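In this quantitative HTS, ADP production by PI4K2A was quantified luminescently after 1 h at ambient temperature; 100 microM adenosine served as plate-quality control.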
Pin1 inhibitor: human Pin1 inhibition; 390,000 tested, 0.009% active; Pin1 FP peptide displacement, HiFluor488, 10 min; Potency, µM (top dose mostly 115 µM), for the others: top-dose activity, negative = inhibition, usual class: inhibitors; active means well fitted inhibition curve with a large enough effect in the polarisation, with a control signal flat, not every such curve was filed as active; inconclusive means small, poorly fitted or top-dose-only effect, or effect the other way, or a change in a side signal; inactive means no such curve, though single readings can be large or run the other way; the % refers to the polarisation; further: potency means the concentration at half of the fitted maximal effect; on the % scale 0 is the no-effect control and ±100 the full control effect
G9a block: G9a (human) methyltransferase inhibition; Potency, µM (highest dose often 102 µM), for the others: at the highest dose activity, negative = inhibition, hits mostly inhibitors; AID 504332; G9a H3K9 monomethylation, AlphaScreen, 2 h; 350,000 tested, 8.8% active; further: potency means the concentration at half of the fitted maximal effect; on the % scale 0 is the no-effect control and ±100 the full control effect; nearly all actives have a fitted effect of over 75% in size
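Methyltransferase reactions run at room temperature for 2 h (20 nM enzyme, 500 nM biotin-H3K9 peptide, 20 uM SAM) after a 15 min compound preincubation; product detected by AlphaScreen beads and anti-H3K9me1 antibody.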
BAZ2B block: blocks human BAZ2B; Q9UIF8; AlphaScreen BAZ2B-H3K14Ac peptide displacement; Potency, µM (top dose mostly 114 µM), inactives show at the top dose activity change, negative = inhibition, hits mostly inhibitors; 360,000 tested, 4.4% active; AID 504333; further: potency means the concentration at half of the fitted maximal effect; on the % scale 0 is the no-effect control and ±100 the full control effect; nearly all actives have a fitted effect of over 60% in size
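Multi-concentration screen (max 110 uM) measuring displacement of acetylated histone H3 peptide from BAZ2B by AlphaScreen, using 50 nM protein, 50 nM peptide and 10 ug/mL streptavidin donor plus Ni-chelate acceptor beads.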
GLS inhibitor: inhibitors of human glutaminase (GLS); O94925; GLS enzymatic activity, qHTS titration; Potency, µM (top dose mostly 45.5 µM), for the others: at the top dose activity change, negative = inhibition, hits mostly inhibitors; 410,000 tested, 0.21% active; further: potency means the concentration at half of the fitted maximal effect; on the % scale 0 is the no-effect control and ±100 the full control effect
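Compounds were pin-transferred onto hKGA, after which L-glutamine (1 mM solution) and a detection mix of glutamate oxidase, HRP and Amplex Red were added. Initial and 30 min RT fluorescence reads were collected.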
Pol eta inh: DNA polymerase eta (human) inhibition. Q9Y253. recombinant Pol eta, fluorescent DNA replication assay. Potency, µM (titrated, usually from 114 µM), for inactives: top-dose activity change, negative = inhibition, hits mostly inhibitors. 390,000 tested, 1.2% active; further: potency means the concentration at half of the fitted maximal effect; on the % scale 0 is the no-effect control and ±100 the full control effect
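Pol eta at 10 nM preincubated with compounds 15 min at room temperature; reaction started with fluorescent substrate (50 nM final) and read kinetically at 0 and 10 min.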
HP1b binding inh: HP1-beta chromodomain-methylated histone interaction inhibition; P83916; AlphaScreen HP1-beta / biotin-H3K9me3 peptide binding; Potency, µM (series often up to 114 µM), without a hit: at the top dose activity change, negative = inhibition, most hits filed as inhibitors; 390,000 tested, 0.56% active; further: potency means the concentration at half of the fitted maximal effect; nearly all actives have a fitted effect of over 70% in size; inactives centre near 23
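AlphaScreen: HP1-beta (50 nM) preformed 30 min with biotin-H3(1-18)K9me3 peptide (50 nM) in PBS pH 7.4, 0.01% Tween-20. Compound added for 30 min at RT, then streptavidin donor/nickel chelate acceptor beads (10 ug/mL) for 30 min.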
PGK inhibitor: blocks T. brucei phosphoglycerate kinase; AID 602233; PGK/GAPDH coupled, Kinase-Glo luminescence, 60 min; Potency, µM (doses to about 57.5 µM), without a hit: top-dose activity change, negative = inhibition, most hits filed as inhibitors; P07378; 380,000 tested, 0.043% active; further: potency means the concentration at half of the fitted maximal effect; on the % scale 0 is the no-effect control and ±100 the full control effect; nearly all actives have a fitted effect of over 60% in size
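Luminescent ATP detection (Kinase-Glo Plus) follows a 60-minute room-temperature incubation, with wells lacking PGK as controls. Buffer: 100 mM TEA (pH 7.6), 5 mM MgCl2, 0.01% Tween-20. Coupling enzyme GAPDH (100 nM final) supplies unstable 1,3-BPG in-well.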
* marks the source's active call; other numbers are inactive results; i = inactive; ? = inconclusive; · = no result given; [ ] = remark or other dose. Unless noted, the call rests on the fitted dose curve; in most records, active means well fitted curve in the direction sought with a large enough effect; inconclusive means small, poorly fitted or top-dose-only effect, or another doubt; inactive means no such curve, though single readings can be large; an effect the other way counts as inactive or inconclusive.

JMJD2A Tudor,PI4K2A block,Pin1 inhibitor,G9a block,BAZ2B block,GLS inhibitor,Pol eta inh,HP1b binding inh,PGK inhibitor,molecule
3%,0,57%[activator],4%[59 µM],-14%,-4%,·,36%,·,O=C(NCCC1=CCCCC1)c1ccc2c(c1)N(Cc1ccc(F)cc1)C(=O)c1ccccc1S2(=O)=O
56µM*,4,-8%,10µM*,45µM*,27%,-12%,?,0%,CN(C)/N=C/c1c(O)ccc2ccccc12
-15%,-9,-1%,15%[12.7 µM],13%,2%,-5%,16%,-2%,CC(C)NS(=O)(=O)c1cccc2nsnc12
-14%,0,18%,9%[0.501 µM],6%,0%,-11%,22%,i,COc1ccc2oc(=O)c(C(=O)Nc3cccc(C(C)=O)c3)cc2c1
-5%,0,2%,?,7%,-3%,9%,8%,i,O=C(CCNC(=O)c1ccccc1Cl)Nc1ccc2c(c1)OCO2
45µM*,-10,-3%,14µM*,35µM*,67%[activator],-12%,?,i,CC(=O)N1CCN(c2ccc(NCc3ccc(C(C)C)cc3)cc2)CC1
1%,3,1%,-1%,3%,0%,-11%,33%,3%,COc1ccc(C)cc1S(=O)(=O)Nc1ccncc1
5µM*,6,2%,1.3µM*,3%,-7%,-20%,-3%,0%,CCn1c(-c2ccc(Cl)cc2)n[nH]c1=S
-15%,3,9%,7%[12.7 µM],5%,15%,-3%,28%,9%,CCSC1=C(C#N)C(c2ccc(Cl)cc2)C2=C(CCCC2=O)N1 (stereo not given)
?,-27,?,?,?,-17%,40µM*,12%,-27%,O=C(COc1ccc([N+](=O)[O-])cc1)Nc1nnc(-c2cccnc2)s1
-35%,7,7%,8%[2.33 µM],-8%,-2%,-17%,19%,i,CCC1(c2ccc(C)cc2)NC(=O)N(CC(=O)Nc2cccc(S(=O)(=O)N3CCCC3)c2)C1=O (stereo not given)
-14%,-7,2%,·,·,3%,-9%,28%,-2%,O=[N+]([O-])c1ccc(Cl)c(S(=O)(=O)Nc2ccc3cn[nH]c3c2)c1
121%[activator],-3,27%,·,·,-1%,-10%,162%[activator],10%,Cc1nnc(SCc2ccccc2)nc1-c1ccccc1
6.3µM*,1,1%,50µM*,?,?,-7%,-22%,-5%,CC1Cc2ccccc2N1C(=O)CNc1cccc(S(=O)(=O)N2CCCC2)c1 (stereo not given)
?,4,4%,3.5µM*,-16%,2%,2%,8%,-4%,COc1cc(-c2n[nH]c(=S)n2-c2ccccc2C(F)(F)F)cc(OC)c1OC
-21%,3,-6%,3%[59 µM],0%,3%,·,53%[activator],·,COCCNC(=O)c1cc(-c2cccc(Cl)c2)on1
-6%,8,-4%,-10%,1%,3%,-10%,13%,i,CCn1c(=O)cc(SCC(=O)N2CCCCC2)c2ccccc21
·,-2,·,·,·,-2%,-19%,·,10%,COc1cc2c(cc1CNC[C@H]1O[C@@H](n3ccc(N)nc3=O)[C@H](O)[C@@H]1O)OCO2
-21%,-20,-1%,0%,2%,2%,-18%,41%[activator],i,c1nc(NC2CCCCCC2)c2[nH]cnc2n1
7%,-3,2%,23%,4%,-1%,-14%,28%,i,CCOC(=O)Cn1c2c(c(=N)c3c1CCC3)CCCC2
-8%,-3,-2%,-5%,·,-5%,-2%,23%,-8%,Cc1ccc(-c2ccc(SCC(=O)NCC3CCCO3)nn2)cc1 (stereo not given)
?,-7,?,?,?,0%,-7%,-15%,-2%,COc1ccc(C(=O)NC(=S)NCc2ccco2)cc1OC
-14%,2,9%,8%,-1%,-1%,-14%,55%[activator],-4%,O=C(C1CCC(CNS(=O)(=O)c2ccccc2)CC1)N1CCOCC1 (stereo not given)
43%[activator],9,4%,9%[59 µM],13%,-6%,-11%,94%[activator],-6%,Cc1ccc(Cl)c(OC(=O)c2nn(C(C)C)c(=O)c3ccccc23)c1
-9%,-3,-12%,15%,11%,5%,-6%,24%,i,Cc1cccc(C)c1Nc1ncnc(N)c1[N+](=O)[O-]

Going on with the list.
JMJD2A Tudor,PI4K2A block,Pin1 inhibitor,G9a block,BAZ2B block,GLS inhibitor,Pol eta inh,HP1b binding inh,PGK inhibitor,molecule
0%,-3,5%,7%[0.501 µM],-5%,0%,6%,9%,-2%,O=C(CNC(=O)c1ccco1)Nc1ccc(Cl)cc1
-8%,1,-1%,12%,-1%,-2%,2%,65%[activator],·,O=C(Nc1cccc2ccccc12)c1cnsn1
8%,0,-6%,35%[2.33 µM],11%,12%,2%,58%[activator],-2%,COc1cc(C(=O)NNC(=O)c2ccc3ccccc3n2)cc(OC)c1OC
0%,14,4%,·,0%,-10%,?,36%[activator],-1%,Cc1ccc(/C=N/NC(=O)c2ccc(C(=O)N/N=C/c3ccc(C)s3)o2)s1
38%[activator],-12,-9%,59%[activator],28%,-12%,-12%,116%[activator],i,CCOC(=O)COc1ccc(C(=O)c2ccccc2)c(O)c1
-23%,-5,-11%,25%,·,6%,-7%,5%,-1%,CCOc1ccc(NC(=S)N=Nc2c(O)[nH]c3ccccc23)cc1
-13%,0,-16%,-41%,-11%,18%,-16%,29%,i,Cc1ccc(-c2csc(NC(=O)c3ccc(F)cc3)c2C(=O)O)cc1
?,-2,?,·,·,?,11µM*,24%,0%,COc1ccc(-c2ccc3c(c2)S(=O)(=O)c2cccc(C(=O)NCc4cc(C)oc4C(F)(F)F)c2C3=O)cc1OC
6%,2,-3%,·,·,-10%,-7%,18%[57 µM],0%,CC(C)NC1(C(N)=O)CCNCC1
-2%,4,2%,7%,-14%,-3%,-7%,12%,-4%,COc1ccc(Cc2nnc(SCC(=O)Nc3ccc(N4CCOCC4)cc3)o2)cc1
-27%,-7,?,-9%,-3%,-4%,7%,16%,-8%,Cc1sc2nc(CN(C(=O)c3cccs3)C3CCCC3)[nH]c(=O)c2c1C
-7%,0,5%,?,-10%,-1%,-9%,27%,-1%,CCCSc1nc2c3c(sc2c(=O)[nH]1)CC(C)(CC)OC3 (stereo not given)
-8%,6,0%,·,·,1%,-5%,34%,8%,CCOC(=O)C1CCN(C(=O)COC(=O)CSc2ccccc2C)CC1
-25%,-10,3%,·,·,7%,-12%,17%,6%,COc1ccc(NC(=O)N(Cc2ccc(C)cc2)Cc2ccccn2)c(OC)c1
-10%,-6,17%,-14%[59 µM],-34%,-1%,-22%,12%,7%,COc1ccc(N=C2SC(CC(=O)Nc3cccc(Cl)c3)C(=O)N2Cc2ccco2)cc1 (stereo not given)
-18%,4,3%,?,-9%,-2%,-7%,22%,7%,CCN(CC(=O)Nc1c(F)cccc1F)C(=O)c1ccc2c(c1)OCO2
-13%,-1,-11%,-1%,-2%,-15%,-8%,5%,-7%,CC(=O)Nc1ccc(NC(=O)CCC(=O)NCCO)cc1
-33%,-8,-6%,-2%,-36%,17%,-10%,-12%,-13%,COc1cccc(N2CCN(c3ccc4nnc(CCC(=O)Nc5ccc(C)cn5)n4n3)CC2)c1
-2%,7,?,2%,4%,-12%,-14%,70%[activator],0%,CN(/N=C/c1cccc(Br)c1)C1=NS(=O)(=O)c2ccccc21
-20%,-5,2%,23%[59 µM],3%,7%,0%,5%,-2%,O=C1c2ccccc2C(=O)N1CC1c2ccccc2CCN1S(=O)(=O)c1cnc[nH]1 (stereo not given)
-32%,-8,-1%,2%,3%,-2%,-6%,32%,·,CC(C)(C)OC(=O)NNC1CC(=O)N(c2ccccc2F)C1=O (stereo not given)
-15%,-2,3%,-8%[12.7 µM],12%,-4%,-13%,22%,-4%,CC(C)CC(c1nnnn1C(C)(C)C)N1CCN(C2CCCC2)CC1 (stereo not given)
·,0,·,·,·,-2%,?,·,-2%,C[C@H]1CN(c2ccccc2)C(=O)[C@@H]1CC(=O)Nc1ccccc1
0%,-4,1%,-1%,-7%,1%,-14%,28%,i,CCOC(=O)C1=C(C)NC(=O)NC1c1c(OCC(=O)N2CCCCC2)ccc2ccccc12 (stereo not given)
-11%,-4,-4%,24%[59 µM],-6%,5%,15%,44%[activator],-7%,CC(C)OCCCn1c(=O)c2ccccc2n2c(CCC(=O)NC3CCN(Cc4ccccc4)CC3)nnc12

Compound profiles, as listed above:
Record of C[C@H]1CN(c2ccccc2)C(=O)[C@@H]1CC(=O)Nc1ccccc1 → JMJD2A Tudor: ·; PI4K2A block: 0; Pin1 inhibitor: ·; G9a block: ·; BAZ2B block: ·; GLS inhibitor: -2%; Pol eta inh: ?; HP1b binding inh: ·; PGK inhibitor: -2%
Record of Cc1ccc(-c2csc(NC(=O)c3ccc(F)cc3)c2C(=O)O)cc1 → JMJD2A Tudor: -13%; PI4K2A block: 0; Pin1 inhibitor: -16%; G9a block: -41%; BAZ2B block: -11%; GLS inhibitor: 18%; Pol eta inh: -16%; HP1b binding inh: 29%; PGK inhibitor: i

New compounds follow
JMJD2A Tudor,PI4K2A block,Pin1 inhibitor,G9a block,BAZ2B block,GLS inhibitor,Pol eta inh,HP1b binding inh,PGK inhibitor,molecule
1µM*,4,-14%,14µM*,?,1%,-16%,?,-2%,Cc1ccc(OCCNCc2ccccc2)c(C)c1
-19%,-1,14%,5%[12.7 µM],-14%,-7%,-11%,19%,i,COc1ccc(C(=O)NC(Cc2ccccc2)c2ccc3c(c2)OCCCO3)cc1 (stereo not given)
?,4,-6%,8.9µM*,?,1%,-3%,?,-12%,COC(=O)c1ccc(N=Nc2c(C)[nH]n(-c3ccccc3)c2=O)cc1
-15%,5,-11%,-43%[59 µM],-1%,18%,-15%,20%,0%,Cn1c(SCC(=O)Nc2ccccc2-c2ccccc2)nnc1-c1ccco1
0%,-2,-10%,10%,-8%,19%,-5%,27%,-5%,Cc1ccc(NC(=O)C2CCCN2C(=O)OCc2ccccc2)c(O)c1 (stereo not given)
-16%,3,-1%,8%[59 µM],-2%,-6%,-12%,21%,0%,CCC(=NC(C)c1ccccc1)c1c(O)n(C)c(=O)n(C)c1=O (stereo not given)

Not all compounds are listed; count on the stated rates, not on these rows.
